D2 antagonist: HTS Assay for Allosteric Antagonists of the Human D2 Dopamine Receptor: Primary Screen for Antagonists; D(2) dopamine receptor (Homo sapiens), P14416; HEK293 TREx D2 cells, calcium flux, dopamine EC80; inhibition, % at 10 µM; actives 2% (n = 340,000); in the data active = inhibition above about 30%; also: 0% is about no effect
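In this primary screen, negative modulation is detected by tracking calcium flux after an EC80 dopamine challenge in inducible HEK293 T-REx D2 cells preexposed to test compound for 180 s.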
LDHA block: qHTS assay for inhibitors of human lactate dehydrogenase. purified LDHA, NADH/diaphorase-resazurin fluorescence; active compounds read low. activity change, % (values are at about 110 or 230 µM). actives 0.15% (n = 480,000); in the data active = activity change below about -30%; inconclusive = mostly about -25% to -30%;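 also: plate controls were DMSO wells for no effect and wells without enzyme for full effect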
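Human LDH5 (2 nM) was incubated with 0.06 mM NADH and 0.2 mM pyruvate for 5 min at room temperature in Tris pH 7.4. Remaining NADH was coupled through diaphorase/resazurin, and resorufin fluorescence was read at 0 and 20 min.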
Vif-APOBEC3F blk: qHTS for Inhibitors of Vif-A3F Interactions: qHTS; actives 0.2% (n = 390,000); AID 602313, 2012; HeLa A3F-eYFP + Vif (tagged APOBEC3F with the HIV-1 protein that degrades it), YFP fluorescence increase; Potency, µM (doses to about 46.1 µM), without a hit: top-dose activity, negative = active; also: potency is read from the fitted curve at half-maximal effect; % of control where 0% means no effect; nearly all actives have a fitted effect of over 65% in size
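HeLa cells stably expressing A3F-eYFP plus Vif, plated and incubated overnight at 37 deg C, then exposed to compounds overnight at 37 deg C. Blocked degradation read as raised yellow fluorescence (Ex 488/Em 500-530).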
12-LOX inh: Primary qHTS assay for inhibitors of human arachidonate 12S-lipoxygenase (ALOX12): Round 2; purified 12hLO, xylenol orange hydroperoxide absorbance; Potency, µM (doses to about 108 µM), for the others: at the highest dose activity change, negative = inhibition, usual class: inhibitors; actives 1.1% (n = 580,000); AID 1671190, 2021; also: potency is read from the fitted curve at half-maximal effect; % is scaled to controls: 0 for no effect and ±100 for the full control effect
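Purified human 12hLO at 150 nM in 25 mM Hepes, 0.01% Triton X-100, pH 7.0, preincubated 15 min at room temperature with compound. Reaction started with 40 uM arachidonic acid, 30 min at room temperature. Hydroperoxide measured by Fe-xylenol orange, 573/405 nm absorbance ratio.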
ERG-DNA inh: qHTS for Small Molecule Inhibitors of the ERG Ets/DNA interaction; AID 624246, 2012; Potency, µM (titrated, usually from 76.9 µM), without a hit: top-dose FP activity, negative = inhibition, hits mostly inhibitors; fluorescence polarization, His-ERG Ets domain / labelled DNA; Transcriptional regulator ERG (Homo sapiens), P11308; actives 0.028% (n = 370,000); active = well fitted inhibition curve with a large enough effect in the polarisation, with a control signal flat; inconclusive = small, poorly fitted or top-dose-only effect, or effect the other way, or a change in a side signal; inactive = no such curve, though single readings can be large or run the other way; the % refers to the polarisation;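 also: polarization taken with two DNA probes labelled with fluorescein and Texas red; potency is read from the fitted curve at half-maximal effect; % of control where 0% means no effect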
Target sequence (P11308 whole entry, looked up, the tested form may be a part): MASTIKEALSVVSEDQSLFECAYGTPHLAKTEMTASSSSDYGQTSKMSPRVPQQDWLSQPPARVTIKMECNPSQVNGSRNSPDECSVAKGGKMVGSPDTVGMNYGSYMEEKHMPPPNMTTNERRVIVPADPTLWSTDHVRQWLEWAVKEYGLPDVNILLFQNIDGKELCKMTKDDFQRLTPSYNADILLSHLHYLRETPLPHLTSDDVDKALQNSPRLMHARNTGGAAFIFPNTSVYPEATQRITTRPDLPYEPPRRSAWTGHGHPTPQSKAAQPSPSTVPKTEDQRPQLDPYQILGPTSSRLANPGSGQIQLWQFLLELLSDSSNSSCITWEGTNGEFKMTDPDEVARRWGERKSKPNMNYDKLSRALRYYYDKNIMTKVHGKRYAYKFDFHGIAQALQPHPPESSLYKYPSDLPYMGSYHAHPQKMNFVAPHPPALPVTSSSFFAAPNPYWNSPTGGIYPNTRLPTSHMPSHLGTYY
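His-tagged ERG Ets domain (1 uM in the protein solution; 300mM KCl, 50mM Tris-HCl, 1mM EDTA, 1mM DTT, pH 7.5) received compound, then a probe mix of 5 nM fluorescein-DNA and 100nM Texas-615-DNA. Fluorescence polarization was read for both dyes.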
RGS4 inh: Inhibitors of Regulator of G Protein Signaling (RGS) 4: qHTS; Regulator of G-protein signaling 4 (Homo sapiens), P49798; Transcreener GDP fluorescence polarization, RGS4-accelerated GTP hydrolysis; Potency, µM (doses to about 114 µM), without a hit: at the highest dose activity change, negative = inhibition, most hits filed as inhibitors; actives 0.039% (n = 390,000); AID 504845, 2011; also: potency is read from the fitted curve at half-maximal effect; % is scaled to controls: 0 for no effect and ±100 for the full control effect; nearly all actives have a fitted effect of over 75% in size; some results filed as inactive show a strong effect at the top dose
Target sequence (P49798 whole entry, looked up): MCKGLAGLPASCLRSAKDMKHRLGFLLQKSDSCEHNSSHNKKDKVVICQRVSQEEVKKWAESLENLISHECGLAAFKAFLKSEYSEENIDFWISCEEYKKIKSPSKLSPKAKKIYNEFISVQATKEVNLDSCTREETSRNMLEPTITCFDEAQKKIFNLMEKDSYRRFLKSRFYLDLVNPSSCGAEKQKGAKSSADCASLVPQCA
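MLSMR compounds (23 nl, pin-transferred) preincubated 10 min at room temperature with a 500nM (2x) first reagent, then RGS4 at 900nM (2x) plus Transcreener GDP mix added; fluorescence polarization (620/688 nm) read before and after 90 min at 30 °C.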
Vif-A3G inh: qHTS for Inhibitors of Vif-A3G Interactions: qHTS; actives 0.076% (n = 410,000); Potency, µM (top dose mostly 46.1 µM), inactives show at the highest dose activity, negative = active, actives largely listed as inhibitors; AID 602310, 2012; DNA dC->dU-editing enzyme APOBEC-3G (Homo sapiens), Q9HC16; HeLa A3G-eYFP + Vif (tagged APOBEC3G with the HIV-1 protein that degrades it), YFP fluorescence, overnight;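 also: potency is read from the fitted curve at half-maximal effect; % is scaled to controls: 0 for no effect and ±100 for the full control effect; nearly all actives have a fitted effect of over 60% in size; hits raise eYFP signal because A3G escapes Vif-driven loss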
Target sequence (Q9HC16 whole entry, looked up): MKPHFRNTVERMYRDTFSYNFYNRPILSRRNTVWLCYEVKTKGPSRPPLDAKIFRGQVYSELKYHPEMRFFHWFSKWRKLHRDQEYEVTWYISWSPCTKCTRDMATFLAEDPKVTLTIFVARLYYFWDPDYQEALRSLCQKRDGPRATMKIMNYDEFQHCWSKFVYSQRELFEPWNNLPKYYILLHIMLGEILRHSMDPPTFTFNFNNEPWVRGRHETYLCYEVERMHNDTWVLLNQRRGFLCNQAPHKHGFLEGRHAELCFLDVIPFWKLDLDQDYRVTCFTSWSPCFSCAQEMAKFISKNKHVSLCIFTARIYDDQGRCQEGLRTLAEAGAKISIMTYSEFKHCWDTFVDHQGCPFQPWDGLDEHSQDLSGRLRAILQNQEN
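Read-out is eYFP fluorescence (Ex 488/Em 500-530) from Vif-expressing HeLa A3G-eYFP cells; more signal means A3G escaped Vif-mediated degradation. Cells plated overnight, compound pinned in, incubated overnight at 37 deg C.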
Glioma ERSR ind: qHTS for Inducers of the Endoplasmic Reticulum Stress Response (ERSR) in Human Glioma: qHTS; actives 0.02% (n = 420,000); U87-MG GRP78 promoter luciferase reporter, 16 h; Potency, µM, without a hit: at the top dose activation, actives largely listed as activators; also: potency is read from the fitted curve at half-maximal effect; series mostly up to about 76 µM; % of control where 0% means no effect; nearly all actives have a fitted effect of over 35% in size
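Stably transfected U87-MG glioma cells carrying a GRP78-based luciferase sensor; 16 h compound incubation. Luminescence end-point read 10 min after Bright-Glo addition at room temperature.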
D2 ag: HTS Assay for Allosteric Agonists of the Human D2 Dopamine Receptor: Primary Screen for Agonists; activation, % at 2 µM; actives 0.53% (n = 340,000); D(2) dopamine receptor (Homo sapiens), P14416; HEK293 T-REx D2 cells, calcium flux agonist mode; AID 485358, 2010;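 active = activation over 3 SD above normal in the single-dose calcium agonist read, cut at about 30% in these data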; also: 0% is about no effect
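Calcium-flux readout, 1 cycle/sec over 180 s following compound pin transfer, in inducible HEK293 Trex D2 cells (force-coupled); dopamine controls included. Positive calcium responses during this window marked compounds as potential agonists.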
An asterisk follows results filed as active; ? = inconclusive; nt = not tested or not shown; [ ] = dose if it differs, or a comment. Unless noted, calls follow the shape of the dose curve; as a rule, active = well fitted curve in the direction sought with a large enough effect; inconclusive = small, poorly fitted or top-dose-only effect, or another doubt; inactive = no such curve, though single readings can be large; an effect the other way counts as inactive or inconclusive. Only part of the results is shown. The share of hits here may be higher or lower than overall.

SMILES | D2 antagonist | LDHA block | Vif-APOBEC3F blk | 12-LOX inh | ERG-DNA inh | RGS4 inh | Vif-A3G inh | Glioma ERSR ind | D2 ag
CCc1ccc(NC(=O)C2=C(C)C(=O)OC23CCCCC3)cc1 | nt | 1 | nt | -31% | 2% | 6% | nt | nt | 0.1
CC(=O)N1CCc2cc(C(=O)CN3CCN(c4ccccn4)CC3)ccc21 | 93* | -2 | -13% | 9% | 2% | -5% | 0% | -2% | 87*
FC(F)(F)c1n[nH]c(=S)n1/N=C/c1ccco1 | -21 | -13 | 0% | -18% | 0% | -8% | -1% | -4% | -0.5
Cc1cccc(NC2=C(Cl)C(=O)OC2OC(=O)c2ccco2)c1 (configuration not stated) | -3 | -2 | 3% | -10% | -8% | 8% | ? | 4% | -0.3
CC(C)(C)C(=O)COC(=O)CCc1nc2ccccc2[nH]c1=O | 31* | -5 | 0% | -8% | 0% | 17% | 0% | -3% | 0.6
CCOc1ccc(CCNC(=O)c2nnn(CC(=O)Nc3c(C)cc(C)cc3C)c2N)cc1OCC | 12 | -13 | -7% | -2% | 0% | 19%[56.9 µM] | 0% | -4% | 0.1
Cc1ccc(NC(=O)Nc2ccccc2CC[N+](=O)[O-])cc1 | -6 | -9 | 15% | -16% | -4% | -13% | -2% | -2% | 1.9
CC(NS(=O)(=O)/C=C/c1ccccc1)c1ccccc1 (configuration not stated) | -13 | -2 | 4% | -26% | 5% | 4% | 0% | -4% | 1.2
CCO/C(C)=C1\N=C(c2ccc(Cl)cc2)OC1=O | 20 | -9 | 2% | ? | -2% | -7% | 0% | -6% | -0.6
COc1ccc2c(-c3ccc(OCCN4CCOCC4)cc3)c(-c3ccccc3OC)sc2c1 | nt | -3 | 2% | nt | -6% | 16% | -3% | -1% | nt
COc1ccc(S(=O)(=O)NC2CCCCC2)cc1C | -3 | 0 | -14% | 0%[57.4 µM] | nt | 11% | 2% | 0% | -0.6
O=C1CC(c2ccccc2)n2nc(NC(=O)c3cccs3)nc2N1 (configuration not stated) | 17 | -1 | 3% | ? | -2% | -31% | 0% | -4% | 0.4
Cc1noc(/C=C/c2ccccn2)c1[N+](=O)[O-] | -3 | -1 | 1% | ? | -14% | 8% | 1% | 4% | 0.2
CCOc1ccc(NS(=O)(=O)c2ccc3[nH]cc(C(=O)N(C)C4CCCCC4)c(=O)c3c2)cc1 | nt | 8 | 3% | ? | -3% | -25% | -2% | 0% | -0.2
COc1ccc(S(N)(=O)=O)cc1C(=O)NCC1(N2CCCCC2)CCCCC1 | -3 | 1 | 2% | -10% | -5% | 5%[11.4 µM] | 0% | -3% | 1.2
CCC(=O)c1cc2c(cc1NC(=O)c1ccccc1)OCCO2 | -3 | 4 | 5% | 25% | nt | -9% | 3% | 6% | 0.7
CCC1CCCCN1C(=O)CSc1nnc(-c2ccco2)o1 (configuration not stated) | -3 | 0 | 4% | 0% | -13% | -29% | -2% | -5% | 0.6
N/C(=N\N=C\c1ccc2c(c1)OCO2)c1nonc1N | -1 | 3 | -1% | -17% | 9% | 1% | -13% | -5% | 0.1
Nc1c(C(=O)NCc2ccccc2)nnn1Cc1cccc(Br)c1 | nt | -3 | ? | -3% | 0% | -3% | -28% | -4% | -1.2
CCCCn1cc(S(=O)(=O)c2cc(C)ccc2C)c(=O)c2cc(F)c(N3CCC(C)CC3)cc21 | nt | -4 | -9% | ? | 0% | 6% | 0% | -4% | 0.2
CC(CNC(=O)CC[C@H]1O[C@@H](n2cnc3c(NC(=O)c4ccccc4)ncnc32)[C@H](O)[C@@H]1O)c1ccccc1 (some centres not stated) | nt | -18 | nt | -10% | nt | nt | 2% | 4% | nt
O=C(CS(=O)(=O)c1cn(Cc2cccc(F)c2)c2ccccc12)N1CCCCC1 | -19 | -6 | 0% | 0% | -2% | -28% | 3% | -5% | 0.2
Cc1cc(N2CCN(C3CCCCC3)CC2)n2nc(C)nc2n1 | 11 | 1 | 0% | ? | -4% | -10% | -2% | -5% | 1.8
COc1ccccc1/C=C/C=N/N1CCN(Cc2ccccc2)CC1 | 0 | -5 | 2% | -10% | 2% | 15% | 1% | -5% | -1.7
COCCN(C(=O)Cc1csc(-c2cccc(Cl)c2)n1)c1c(N)n(Cc2ccccc2)c(=O)[nH]c1=O | nt | -5 | -9% | -2% | -9% | -1% | -3% | 1% | nt

Copied from the list.
COc1ccc(S(=O)(=O)NC2CCCCC2)cc1C | 12-LOX inh = 0%[57.4 µM]
N/C(=N\N=C\c1ccc2c(c1)OCO2)c1nonc1N | D2 antagonist = -1
CC(C)(C)C(=O)COC(=O)CCc1nc2ccccc2[nH]c1=O | Glioma ERSR ind = -3%

Next part
SMILES | D2 antagonist | LDHA block | Vif-APOBEC3F blk | 12-LOX inh | ERG-DNA inh | RGS4 inh | Vif-A3G inh | Glioma ERSR ind | D2 ag
O=C(O)CCc1nc(-c2ccccc2)no1 | 15 | -2 | 1% | 0% | -6% | -47%[56.9 µM] | 1% | -7% | 0.4
O=C(CN1C(=O)NC2(CCCCCCC2)C1=O)Nc1ccc(Br)cc1 | -3 | -11 | ? | -2% | -2% | 12% | -9% | -4% | 0.0
COc1ccccc1NC(=O)CC(=O)Nc1ccccc1OC | 2 | -3 | 0% | 69%[activator] | 1% | 13%[56.9 µM] | -1% | 1% | 0.3
CCOc1ccc(NC(=O)CSc2nnc(CCNC(=O)c3ccc(OC)cc3)n2CC)cc1 | -2 | -3 | -9% | -3% | 5% | 15% | 1% | -2% | 0.0
CC1Oc2ccccc2N(CC(=O)c2ccc(F)cc2)C1=O (configuration not stated) | 20 | -14 | 2% | -18% | -8% | -21% | 0% | 4% | -0.8
CCc1ccc2[nH]c(=O)c(CN(Cc3ccccc3OC)Cc3nnnn3Cc3ccco3)cc2c1 | -19 | -5 | 2% | 0% | 8% | -22% | -20% | -6% | 0.8
COc1cccc(CN2CCNC(=O)C2CC(=O)N2CCCCO2)c1OC (configuration not stated) | 18 | 3 | ? | -8% | 3% | -9% | 0% | -5% | -0.2
COc1cc(C(=O)N2CCN(C)C(C)C2)ccc1OC1CCN(C(C)=O)CC1 (configuration not stated) | 1 | -1 | 0% | 477%[activator] | -7% | -3% | 2% | 9% | -1.2
Cc1ccc(Cl)c(NC(=O)CSc2cccc[n+]2[O-])c1Cl | nt | -3 | 10% | -2% | 6% | -14% | 0% | -1% | nt
CN(C)C(CNC(=O)c1cccs1)c1ccco1 (configuration not stated) | -3 | -2 | -14% | 163%[activator] | 1% | -7% | 1% | 1% | -0.5
Cc1ccc(-n2nnnc2SCC(=O)c2ccc3c(c2)NC(=O)CO3)c(C)c1 | -11 | -1 | 0% | ? | 8% | -27% | 1% | -5% | 0.7
CCOc1ccc(NC(=O)CN(C)C(=O)CCNC(=O)c2ccc(Br)cc2)cc1OCC | -31 | 1 | -11% | -14% | -3% | -16% | -5% | -1% | -0.4
Cc1ccc2c(c1)N(C(=O)CCC(=O)NCc1ccccc1F)CC(C)O2 (configuration not stated) | nt | 5 | 1% | -15% | 1% | -9% | -1% | -2% | -1.3
Cc1csc(NC(=O)c2cc3c(C)nn(Cc4ccccc4Cl)c3s2)n1 | -3 | 0 | 3% | ? | 3% | ? | -19% | -1% | -0.8
Cc1nc(CC(=O)NNS(=O)(=O)c2ccc(F)c(Cl)c2)cs1 | 1 | -4 | 5% | -4% | 8% | -9% | 2% | -2% | 0.7
CCC(OC(=O)C(NC(=O)c1ccccc1)c1ccccc1)C(=O)Nc1cc(C)on1 (configuration not stated) | 12 | -5 | 0% | 1% | nt | 26% | 1% | -2% | 0.5
Cc1cccc(N2CCN(C(=O)CC(NC(=O)c3ccccc3Cl)c3ccccc3)CC2)c1C (configuration not stated) | 9 | 1 | 3% | -2% | -5% | 0% | 0% | -6% | -1.3
CC(C)c1ccc(C(O)P(=O)(OC2CCCCC2)OC2CCCCC2)cc1 (configuration not stated) | 12 | 4 | -2% | ? | 5% | 1% | -21% | -11% | 4.7
COc1ccc(S(=O)(=O)N(CCCN2CCOCC2)Cc2ccc(OC)c(OC)c2)cc1 | -17 | -4 | 3% | 0% | -2% | -46% | -1% | -6% | 0.9
CCc1nnc(NC(=O)Cc2sc(C)nc2-c2ccc(C)cc2)s1 | nt | -2 | 1% | -15% | -4% | 23% | 0% | 1% | nt
CNC(=S)Nc1cccc(C(C)=O)c1 | 7 | -4 | -3% | ? | -3% | -6%[11.4 µM] | -7% | 0% | 4.2
COc1ccc(C)cc1S(=O)(=O)Nc1ccc(F)c(Cl)c1 | 32* | -2 | -9% | -8% | -3% | -24% | 0% | -3% | 0.2
